# Source: PubChem BioAssay
# uPA surface inh – blocks generation of uPA at the cell surface | AID 540303 | cell surface uPA generation assay, qHTS | 330,000 compounds, 0.31% hits | Potency, µM (series often up to 38.3 µM), for inactives: at the top dose activity change, negative = inhibition, hits mostly inhibitors; active = well fitted inhibition curve with a large enough effect; inconclusive = small, poorly fitted or top-dose-only effect; inactive = no such curve, though single readings can be large or run the other way; tested in mouse RAW 264.7 cells; note: potency is the fitted concentration of half-maximal effect; % is set by controls: 0 for no effect and ±100 for the full control effect; nearly all actives have a fitted effect of over 55% in size
# RORgamma inh – ROR gamma (mouse) transcription inhibition; Drosophila S2 Gal4-RORgamma UAS-luciferase reporter, 20 h; Potency, µM (top dose mostly 53.6 µM), for inactives: at the top dose activity change, negative = inhibition, usual class: inhibitors; 310,000 compounds, 5.4% hits; AID 2551; note: potency is the fitted concentration of half-maximal effect; % is set by controls: 0 for no effect and ±100 for the full control effect; nearly all actives have a fitted effect of over 60% in size
# Target sequence (P51450 whole entry, looked up, the tested form may be a part): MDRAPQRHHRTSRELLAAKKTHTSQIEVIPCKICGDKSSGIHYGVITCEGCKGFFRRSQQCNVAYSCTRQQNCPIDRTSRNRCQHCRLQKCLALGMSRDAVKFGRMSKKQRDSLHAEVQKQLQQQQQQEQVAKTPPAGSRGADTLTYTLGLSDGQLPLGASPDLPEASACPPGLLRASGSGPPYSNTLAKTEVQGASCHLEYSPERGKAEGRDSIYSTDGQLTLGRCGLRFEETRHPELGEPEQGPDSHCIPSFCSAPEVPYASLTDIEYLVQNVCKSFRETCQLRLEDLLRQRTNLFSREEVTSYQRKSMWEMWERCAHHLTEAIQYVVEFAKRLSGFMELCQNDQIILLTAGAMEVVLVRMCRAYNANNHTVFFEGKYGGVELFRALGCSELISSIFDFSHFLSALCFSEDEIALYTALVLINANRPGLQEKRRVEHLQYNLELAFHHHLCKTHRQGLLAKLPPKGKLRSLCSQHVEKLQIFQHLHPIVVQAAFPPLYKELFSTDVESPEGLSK
#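 Compounds are pin-transferred onto Drosophila Schneider cells expressing a copper-inducible Gal4–ROR gamma transactivation domain fusion. After 1 hr, copper sulfate is added to 700 uM final; luciferase is read 20 hr later.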
# Coupling enz – inhibits coupling enzyme system, counter-screen for aldolase hits; coupling enzyme system counterscreen, AmpLite Red fluorescence; activity change, negative = inhibition, % at 58.2 µM, hits read low; 290,000 compounds, 0.67% hits; in the data active = activity change below about -30%; note: % is set by controls: 0 for no effect and ±100 for the full control effect
#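 Counterscreen of the coupled detection system alone, without aldolase: glyceraldehyde-3-phosphate coupling enzymes plus AmpLite Red readout. Compounds at 57.5 uM final, 10 min RT preincubation, 20 min RT reaction, fluorescence 525/598 nm.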
# Gal4-VP16 FLuc – counter-screen for ROR gamma inhibitors: Gal4-VP16 reporter | Drosophila S2 Gal4-VP16 UAS-luciferase, luminescence, 20 h | Potency, µM (top dose mostly 53.6 µM), inactives show top-dose activity, negative = inhibition, most hits filed as inhibitors | 310,000 compounds, 3.5% hits;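 note: Gal4-VP16 expression switched on by copper sulfate through the metallothionein promoter; potency is the fitted concentration of half-maximal effect; % is set by controls: 0 for no effect and ±100 for the full control effect; nearly all actives have a fitted effect of over 50% in size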
# NPC1 promoter act – activates the NPC1 promoter | Potency, µM (top dose mostly 9.22 µM), for the others: top-dose activation, usual class: activators | AID 485313 | 320,000 compounds, 2.4% hits | Huh7 NPC1 promoter luciferase reporter, 24 h;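 note: potency is the fitted concentration of half-maximal effect; % of control where 0% means no effect; nearly all actives have a fitted effect of over 60% in size; reporter is driven by a mutant NPC1 promoter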
#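 Luminescence from an NPC1 promoter-driven luciferase reporter in stably transfected Huh7 cells was measured after 24 h compound treatment at 37 °C, followed by 10 min ambient incubation with luciferase detection reagent.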
# FLuc modulator – counter-screen for miR-21 project: firefly luciferase inhibitors or activators. P08659. purified FLuc, Km substrates, luminescence inhibition. Potency, µM (top dose mostly 57.5 µM), inactives show at the top dose activity change, negative = inhibition, hits mostly inhibitors. 360,000 compounds, 6.9% hits;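 note: potency is the fitted concentration of half-maximal effect; plate controls were vehicle for no effect and reference inhibitor for full effect; nearly all actives have a fitted effect of over 55% in size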
#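 Biochemical qHTS of compounds, final roughly 60 µM downward over six points, against 10 nM purified firefly luciferase using Km concentrations of substrates (10 uM D-luciferin, 10 uM ATP) in Tris acetate pH 7.5 buffer; luminescence output.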
# KCNH2 3.1 block – KCNH2 3.1 (human) potassium channel inhibition | U2OS KCNH2 3.1, thallium flux FluxOr; active compounds read low | activity change, % (tested at about 1.8 µM) | 340,000 compounds, 0.95% hits | AID 720553;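 active = maximum activity change below -70%; inconclusive = maximum activity change from -70% to -50%; inactive = maximum activity change above -50%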;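 note: thallium influx rate constant from kinetic fluorescence after stimulation buffer; % is set by controls: 0 for no effect and ±100 for the full control effect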
#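 Kinetic fluorescence (2 min after stimulation buffer) measures Tl+ influx through KCNH2 3.1 expressed by viral transduction in U2OS cells; the rate constant is normalized against DMSO controls serving as positive and negative references.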
# Rab9 prom act – activators of Rab9 promoter; Huh7 Rab9 promoter-luciferase reporter, luminescence, 24 h; Potency, µM (highest dose often 9.22 µM), inactives show at the top dose activation, negative = inhibition, most hits filed as activators; 320,000 compounds, 2.8% hits; AID 485297; note: potency is the fitted concentration of half-maximal effect; % of control where 0% means no effect; nearly all actives have a fitted effect of over 60% in size
#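 Cells were plated at 1500 per well in reduced-serum medium with 10% FBS and left 2 h. Compound in DMSO was then added for 24 h at 37 °C. Reporter signal was read by luminescence after 10 min with luciferase detection reagent.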
# ELG1 genotoxic – genotoxicity induction in ELG1-luciferase HEK293T cells. HEK293T ELG1-luciferase reporter, luminescence, 16 h. Potency, µM (series often up to 46 µM), for the others: at the highest dose activity change, positive = activation, actives largely listed as activators. 330,000 compounds, 1.3% hits; note: potency is the fitted concentration of half-maximal effect; % of control where 0% means no effect; nearly all actives have a fitted effect of over 60% in size
#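 Reporter readout depends on ELG1 protein level, which increases with genetic stress. After 16 hr compound exposure at 37 °C, luciferase activity was quantified using ONE-Glo.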
# Giardia killer – Giardia lamblia killing. Giardia lamblia trophozoite viability. activity change, % at 7.66 µM, hits read low. AID 540267. 340,000 compounds, 0.15% hits; in the data active = activity change below about -80%; inconclusive = between about -30% and that limit;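 note: parasites exposed to compound for two days anaerobically before the ATP read; % is set by controls: 0 for no effect and ±100 for the full control effect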
#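 ATP-content bioluminescence gauges trophozoite survival. Cells (100/well) receive compound and incubate anaerobically for 48 hrs at 37 deg C; detection reagent follows for 15-30 min at room temperature.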
# Tb PFK block – T. brucei PFK enzyme inhibition; O15648; T. brucei PFK, ADP-Glo luminescence; Potency, µM (titrated, usually from 57.5 µM), for inactives: top-dose activity, negative = inhibition, usual class: inhibitors; 330,000 compounds, 0.17% hits; AID 485367;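 note: potency is the fitted concentration of half-maximal effect; 0% = uninhibited 1x PFK enzyme wells and -100% = no-enzyme wells; nearly all actives have a fitted effect of over 60% in size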
# Target sequence (O15648 whole entry, looked up): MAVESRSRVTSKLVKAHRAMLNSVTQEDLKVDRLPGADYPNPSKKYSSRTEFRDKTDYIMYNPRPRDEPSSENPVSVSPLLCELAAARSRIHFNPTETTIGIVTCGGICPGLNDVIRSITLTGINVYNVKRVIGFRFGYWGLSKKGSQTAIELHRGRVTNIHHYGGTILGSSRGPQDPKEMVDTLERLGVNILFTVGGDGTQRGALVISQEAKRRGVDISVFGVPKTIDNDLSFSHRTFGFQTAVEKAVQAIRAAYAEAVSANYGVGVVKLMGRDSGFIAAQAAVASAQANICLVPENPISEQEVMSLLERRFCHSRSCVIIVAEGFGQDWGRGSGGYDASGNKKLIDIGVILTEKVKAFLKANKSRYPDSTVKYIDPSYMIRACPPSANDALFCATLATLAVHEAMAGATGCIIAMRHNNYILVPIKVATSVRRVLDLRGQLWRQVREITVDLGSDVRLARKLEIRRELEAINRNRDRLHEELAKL
#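 In TEA buffer at pH 8.0 with 5 mM MgCl2, enzyme (1.25 nM) converted F6P (0.5 mM) and ATP (0.1 mM) for 45 min at room temperature. ADP product was read by luciferase luminescence.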
# Active calls of the source: *; ? = inconclusive; / = no result given; & = joins results of further samples; [ ] = dose if it differs, or a comment. Unless noted, calls come from the whole dose curve; as a rule, active = well fitted curve in the direction sought with a large enough effect; inconclusive = small, poorly fitted or top-dose-only effect, or another doubt; inactive = no such curve, though single readings can be large; an effect the other way counts as inactive or inconclusive. No enrichment for hits; any-hit rate near 14%.
SMILES,uPA surface inh,RORgamma inh,Coupling enz,Gal4-VP16 FLuc,NPC1 promoter act,FLuc modulator,KCNH2 3.1 block,Rab9 prom act,ELG1 genotoxic,Giardia killer,Tb PFK block
CCC(C)(C)NC(=O)Cc1ccc(C)cc1,1%,?,1,-5%,14%,-4%,31,5%,4%,-9,-3%
COCCN(C(=O)CCc1nnc(Cc2c[nH]c3ccccc23)o1)C(C)C,3%,1%,1,4%,-2%,2%,12,-2%,1%,13,1%
O=[N+]([O-])c1ccc(C=Nc2ccc(Cl)cc2Cl)s1,/,?,-32*,?,-9%,2.1µM*,-6,-7%,?,12,1%
CSc1c(C#N)c(N)nc2sc(C(=O)c3ccccc3)c(N)c12,-4%,35%,0,-2%,0%,-3%,-3,-2%,3%,13,-2%
COC(=O)CN(c1ccccc1)S(=O)(=O)c1ccc(F)cc1,-1%,-15%,1,-8%,-2%,-1%,13,1%,1%,7,-3%
CC(C)CCN1CCN(Cc2ccc3nsnc3c2)CC1CCO (stereo not given),3%,-35%,-1,-2%,0%,1%,/,1%,-8%,-18,-3%
CC1=C(C(=O)OCC2CCCO2)C(c2coc3ccccc3c2=O)C2=C(CC(C)(C)CC2=O)N1 (stereo not given),-2%,1%,0,1%,-4%,-2%,-29,0%,0%,-28,-5%
O=S(Cc1ccc(Br)cc1)Cc1nnc(SCc2c(F)cccc2Cl)n1-c1ccccc1 (stereo not given),0%,?,2,-7%,-9%,0%,5,-21%,-7%,3,0%
CN1C2CCC1CC(NC(=O)c1cccc(C(F)(F)F)c1)C2 (stereo not given),-5%,4%,0,-3%,-4%,-1%,11,0%,-2%,6,-3%
CCCOc1ccc(C(=O)NNC(=S)NC(=O)CC)cc1,/,2%,-2,-9%,-8%,-17%,2,-8%,?,-14,-18%
N#Cc1cccc(C(c2nnnn2Cc2ccccc2)N2CCCC2)c1 (stereo not given),6%,-54%,1,-6%,1%,-1%,-8,0%,3%,-2,0%
CCc1cccc(NC(=O)Nc2cccs2)c1,5%,?,-5,?,?,8.5µM*,0,2.8µM*,?,-22,-7%
COCCn1c(=N)c(C(=O)NCc2ccco2)cc2c(=O)n3cc(C)ccc3nc21,-7%,16%,-7,4%,-1%,-1%&-2%,-16,-1%,-1%,5,-21%
Cc1ccc(CNC(=O)CN(C(=O)C2(C)CC(=O)N=C3C=CC=CN32)c2cccc(C)c2C)cc1 (stereo not given),1%,-17%,1,-10%,-3%,0%,14,0%,1%,-9,3%
CCOC(=O)C1CCN(c2c(NCCN3CCCCC3C)c(=O)c2=O)CC1 (stereo not given),6%,-15%,0,7%,0%,3%,-12,3%,0%,6,-2%
COCCn1c(=O)[nH]c2cc(C(=O)NCc3cccnc3)ccc2c1=O,4%,-9%,3,-2%,-4%,-1%,-7,-2%,-1%,21,-7%
COc1ccc(NC(=O)CN(C)CC(=O)Nc2cccc(S(=O)(=O)N(C)c3ccccc3)c2)cc1,-4%,-23%,0,-1%,-8%,-18%,-8,3%,-12%,6,-1%
Cc1cc(NC(=O)c2c(F)cccc2Cl)no1,-1%,34%,-3,10%,4%,-13%,0,-1%,-2%,0,3%
CCc1c(C)nc(N)n2c(SCC(=O)N3CCN(c4ccccc4F)CC3)nnc12,/,-6%,0,4%,-4%,0%,/,6%,-1%,/,-3%
Nn1c(SCc2cccc(Br)c2)nnc1-c1cccnc1,-5%,5%,-1,-11%,-5%,5%,-99*,3%,0%,-18,-3%
CCOc1ncccc1C(=O)OCC(=O)Nc1ccc(C(N)=O)cc1,3%,20%,4,1%,-3%,7%,3,-10%,1%,9,1%
COc1ccc(C(CNC(=O)COc2cccc(C(F)(F)F)c2)N2CCCC2)cc1 (stereo not given),6%,/,/,/,-4%,5%,-10,-4%,-1%,24,6%
Cc1ccc(S(=O)(=O)N2CCN(C(=O)COC(=O)C3CC3C)CC2)c(C)c1 (stereo not given),2%,/,/,/,-6%,0%,12,-4%,2%,-21,-1%
Cc1cc(C)n2nc(SCc3ncc(-c4ccccc4)o3)nc2n1,2%,6%,-3,-3%,0%,-20%,7,-4%,-4%,-2,1%
CCOc1c(C)cnc2c1c(=O)n(Cc1ccccc1Cl)c(=O)n2C,2%,6%,-12,-14%,1%,1%,-6,-1%,0%,2,-1%
CCC(Sc1nc2ccc(N)cc2s1)C(=O)Nc1nccs1 (stereo not given),3%,27%,0,0%,15%,-6%,-8,13%,-4%,-4,-1%
CCOCCC(=O)Nc1nnc(CCc2ccccc2)s1,9%,-10%,3,16%,0%,6%,14,0%,0%,7,-1%
CCOc1ccc(-c2nc(C#N)c(NCC(C)C)o2)cc1,-5%,4%[10 µM],3,3%,1%,?,3,-7%,2%,6,0%
Cc1ccc(S(=O)(=O)NCCC(c2ccc(F)cc2)c2ccco2)cc1 (stereo not given),-8%,?,4,-4%,-1%,4%,-31,2%,0%,1,4%
Cc1cccc(C(=O)N2CCN(c3ccc(C(F)(F)F)cn3)CC2)c1C,-2%,-6%,1,?,-1%,-2%,-11,-1%,-12%,24,-1%
O=C1NC[C@H](c2ccccc2)N(CCc2cccc(F)c2)C1=O,9%,5%,0,-3%,4%,0%,3,-4%,1%,17,-5%
CN(C(=O)CSc1nc(N)nn1-c1ccccc1)c1ccccc1,11%,7%,5,5%,2%,-2%,22,-7%,0%,0,-2%
CCN(c1ccccc1)S(=O)(=O)c1ccc(Cl)c(C(=O)NCc2ccco2)c1,-27%,/,/,/,-2%,/,-19,9%,-6%,8,1%
COc1ccccc1OCCNC(=O)c1c(-c2ccccc2Cl)noc1C,0%,-12%,/,-1%,0%,1%,/,0%,-3%,24,-1%
COc1ccc(CN2CCNC(=O)C2CC(=O)NCCCn2cccn2)c(OC)c1 (stereo not given),2%,-2%,-4,-4%,1%,-1%,6,-8%,3%,13,-4%
CC(=O)Nc1cc(C(=O)N2CCCC2)ccc1Sc1ccc(Cl)cc1,/,?,1,2%,1%,0%,-30,7%,-15%,-2,-1%
Cc1ccc2nc(NNC(=O)c3ccc4c(c3)OCCO4)sc2c1,2%,4.5µM*,3,?,-1%,?,-2,3%,1%,2,-2%
CN(CCC1CCOCC1)Cc1nc(Cc2ccccc2F)no1,-7%,-3%,3,-18%,0%,-1%,18,-3%,0%,3,-3%
Cc1csc2nc(CNS(=O)(=O)c3ccc4c(c3)OCCO4)cn12,1%,10%,1,2%,0%,-2%,5,-5%,2%,-25,-5%
CC(C)c1ccc(NC(=O)CCNS(=O)(=O)c2cccc3nonc23)cc1,-2%,?,-1,-12%,-5%,-2%,4,1%,-4%,5,1%
CCOC(=O)C(Oc1ccc(=O)n(-c2ccccc2)n1)C(C)=O (stereo not given),2%,-3%,4,-4%,-12%,9%,20,2%,2%,-9,0%
CC(NC(=O)C1CCN(C(=O)[C@@H]2Cc3ccccc3CN2C(=O)OC(C)(C)C)CC1)c1ccccc1 (stereo not given in full),4%,10%,4,1%,-5%,4%,-11,1%,-1%,14,3%
O=C(CSc1nc2ccccc2c(=O)n1-c1ccccc1)NCc1ccco1,7%,-5%,6,-12%,13%,3%,0,3%,-1%,15,2%
C=CCNC(=O)c1ccc2c(=O)n(Cc3ccccc3OC)c(=S)[nH]c2c1,1%,-43%,0,3%,1%,1%,-48,-4%,0%,30[activator],8%
CC(C)CO/C(=N/S(=O)(=O)c1ccccc1)c1ccccc1,2%,14%,0,2%,8%,3%,14,0%,2%,5,0%
CN(C)C(=O)COC(=O)c1ccccc1Sc1ccccc1C#N,-1%,20%,-4,-9%,-3%,-8%,1,2%,1%,-14,-5%
CCCc1ccc2oc(C(=O)N3CCC(COC)C3)c(C)c2c1 (stereo not given),3%,11%[1.91 µM],0,24%,2.8µM*,12µM*,7,2.8µM*,?,34[activator],-3%
O=C(O)c1cccc(-c2ccc(/C=N/Nc3ccc([N+](=O)[O-])cc3)o2)c1,-1%,25%,-13,-16%,1%,11µM*,-12,-4%,2%,3,-3%
CN(CCO)CC(O)Cn1cnc2c1c(=O)n(C)c(=O)n2C (stereo not given) (tested in a mixture with another compound),-8%,-9%&-2%,-1,-25%&-9%,0%,2%,21,-2%,0%,-6,1%

# Sorted by value in Rab9 prom act (rising): three of the compounds above.
mol,uPA surface inh,RORgamma inh,NPC1 promoter act,Rab9 prom act,Tb PFK block
O=S(Cc1ccc(Br)cc1)Cc1nnc(SCc2c(F)cccc2Cl)n1-c1ccccc1 (stereo not given),0%,?,-9%,-21%,0%
Cc1cc(NC(=O)c2c(F)cccc2Cl)no1,-1%,34%,4%,-1%,3%
CCOC(=O)C(Oc1ccc(=O)n(-c2ccccc2)n1)C(C)=O (stereo not given),2%,-3%,-12%,2%,0%
